Sm TGR inh = inhibitors of Schistosoma mansoni thioredoxin glutathione reductase. Q962Y6. purified TGR, DTNB reduction, TNB absorbance 405 nm. Potency, µM (titrated, usually from 114 µM), inactives show at the highest dose activity change, negative = inhibition, actives largely listed as inhibitors. 360,000 compounds, 3% hits; note: potency is the fitted concentration of half-maximal effect; % is set by controls: 0 for no effect and ±100 for the full control effect; nearly all actives have a fitted effect of over 60% in size
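Kinetic colorimetric format: TGR-catalysed, NADPH-driven DTNB reduction monitored via TNB absorbance. Enzyme dispensed at 20 nM; compound exposure 15 min at room temperature before reaction start.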
CHX counter = counter-screen for Shiga toxin inhibitors: cycloheximide protein synthesis inhibition | cell reporter, cycloheximide protein synthesis inhibition counterscreen | max response, % | 300,000 compounds, 12% hits; in the data active = max response mostly above about 13%, no sharp cut-off; inactive = mostly below about 14%; note: read at 38.3 µM for the half of the compounds with a filed dose; 0% is about no effect
FBPA Giardia inh = Giardia lamblia aldolase inhibition. Potency, µM (doses to about 59.6 µM), inactives show at the highest dose activity, negative = inhibition, actives largely listed as inhibitors. 290,000 compounds, 0.71% hits. purified Giardia FBPA. A8B2U2; note: potency is the fitted concentration of half-maximal effect; % is set by controls: 0 for no effect and ±100 for the full control effect; nearly all actives have a fitted effect of over 55% in size
Target sequence (A8B2U2 whole entry, looked up): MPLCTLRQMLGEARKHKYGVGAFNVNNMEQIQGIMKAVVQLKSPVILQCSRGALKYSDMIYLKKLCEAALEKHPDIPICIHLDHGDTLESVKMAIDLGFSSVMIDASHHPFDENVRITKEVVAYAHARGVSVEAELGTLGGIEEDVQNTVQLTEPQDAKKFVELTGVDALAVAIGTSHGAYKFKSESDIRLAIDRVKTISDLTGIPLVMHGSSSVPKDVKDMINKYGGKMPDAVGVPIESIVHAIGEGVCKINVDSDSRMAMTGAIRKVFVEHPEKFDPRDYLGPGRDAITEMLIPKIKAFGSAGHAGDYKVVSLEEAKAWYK
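40 nM FBPA preincubated 10 min at RT with compound (up to 57.5 uM final), then substrate plus GAPDH/TPI/NAD/arsenate coupling and diaphorase/resazurin added. Fluorescence read after 20 min at RT, 525/598 nm.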
Pf growth 48h = P. falciparum growth inhibition at 48 hours (one generation) | P. falciparum luciferase growth in erythrocytes, 48 h | Potency, µM (highest dose often 28.7 µM), inactives show at the highest dose activity change, negative = inhibition, most hits filed as inhibitors | 310,000 compounds, 5.9% hits; note: potency is the fitted concentration of half-maximal effect; % is set by controls: 0 for no effect and ±100 for the full control effect
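Parasite viability was followed by luminescence of a genomically integrated firefly luciferase. Cultures held 0.1% parasitemia at 2% hematocrit (final), incubated under 5% CO2 at 37 C.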
Shiga inhibitor = Shiga toxin inhibition. Vero cells, Shiga toxin protein synthesis inhibition reporter. inhibition, % at 38.7 µM. 290,000 compounds, 9.2% hits. AID 2315; in the data active = inhibition mostly above about 28%, no sharp cut-off; inactive = mostly below about 43%; note: 0% is about no effect
Pf growth 96h = inhibits malaria parasite growth, 96 h; 320,000 compounds, 6.9% hits; P. falciparum luciferase reporter growth, 96 h; Potency, µM (top dose mostly 28.7 µM), for inactives: at the top dose activity change, negative = inhibition, usual class: inhibitors; AID 504834; note: potency is the fitted concentration of half-maximal effect; % is set by controls: 0 for no effect and ±100 for the full control effect
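Readout is luminescence from an integrated firefly luciferase in P. falciparum. Red cells, 2% hematocrit and 0.05% parasitemia final, were cultured with compound through two parasite generations (96 hours) at 37 C, 5% CO2.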
* = called active by the depositor; ? = inconclusive; . = no result given; + = active, no number; [ ] = another dose, or the depositor's remark. Unless noted, calls come from the whole dose curve; as a rule, active = well fitted curve in the direction sought with a large enough effect; inconclusive = small, poorly fitted or top-dose-only effect, or another doubt; inactive = no such curve, though single readings can be large; an effect the other way counts as inactive or inconclusive.

SMILES	Sm TGR inh	CHX counter	FBPA Giardia inh	Pf growth 48h	Shiga inhibitor	Pf growth 96h
CC(=O)N(C)c1ccc(NC(=O)COc2ccc(Br)cc2C)cc1	4%	-3	2%	-6%	-8	-3%
C=CCOc1ccc(C(=O)/C=C2/C(=O)Nc3ccccc32)cc1	2%	-2	1%	1%	-11	-5%
C=CCn1c(SCC(=O)NCCC2=CCCCC2)nc2ccc(Cl)cc2c1=O	9%	1	-2%	?	-18	?
CCOC(=O)C1=C(C)NC(=O)NC1c1ccc(-c2ccc(F)cc2)o1 (stereo unspecified)	25µM*	-2	-4%	-42%	-17	-10%
O=C(COC(=O)/C=C/c1cccc(F)c1)Nc1ccccc1-c1ccccc1	3%	6	1%	24%	12	?
CCOc1ccc(-n2c(SCC(=O)Nc3cc(C)on3)nnc2-c2c[nH]c3ccccc23)cc1	-3%	-4	-1%	.	44	5.9µM*
COc1ccc(/C(C)=N/NC(=O)Cc2c(C)nc(C)[nH]c2=O)cc1	2%	-2	6%	28%	-14	-1%
O=C(CCN1C(=O)c2cccc3cccc(c23)C1=O)NCc1cccnc1	2%	6	4%	26%	19	286%[activator]
COc1ccccc1CN1CCNC(=O)C1CC(=O)NCc1csc(C)n1 (stereo unspecified)	-19%	-1	-21%	6%	2	?
Clc1ccc(-n2nnnc2CN2CCCCC2)cc1Cl	4%	-3	0%	?	1	?
CC1CCC2(CC1)NC(=O)N(CC(=O)N1CCN(S(=O)(=O)c3ccccc3)CC1)C2=O (stereo unspecified)	19%	-4	3%	3%	-10	-4%
CN(C(=O)COC(=O)/C=C/c1ccc(C(F)(F)F)cc1)C1CCS(=O)(=O)C1 (stereo unspecified)	-16%	-1	.	3%	-3	8%
Nc1nc(Nc2cccc(Cl)c2)n[nH]1	46%[activator]	5	-4%	1%	26	?
O=C(CN1CCN(c2ccccc2O)CC1)Nc1ccc2c(c1)OCCCO2	-20%	.	.	13µM*	.	15%
Cc1ccccc1C(=O)N1CCN(c2ccc(NC(=O)c3cccnc3Cl)cc2)CC1	0%	-7	1%	-20%	-8	?
CCOC(=O)c1nn(-c2ccccc2)c2nnc(Cc3ccc(C)cc3)c(=O)n12	-5%	-1	0%	22%	12	-12%
Cc1ccc(CNC(=O)CS(=O)(=O)Cc2nc(-c3ccccc3F)oc2C)cc1	-42%	7	2%	15%	10	26%
O=C(Cc1ccccc1)Nn1c(-c2ccccc2)nc2ccccc2c1=O	-20%	-2	-1%	-12%	-6	37%[activator]
CCCOC(=O)Nc1nnc(CCC)s1	-9%	13	4%	60%[activator]	40	.
CCOC(=O)Cc1csc(NC(=O)CSc2nnnn2-c2ccc(C)cc2C)n1	-4%	14	1%	1%	-7	?
COc1ccc(NC(=O)c2ccccc2NC(=O)c2ccccc2)cc1	-4%	13	-8%	.	-4	13%
Cc1c(C(=O)N2CCN(Cc3ccc4c(c3)OCO4)CC2)sc2ncnc(N3CCN(c4ccccc4)CC3)c12	-9%	-1	16%	9%	-7	?
O=C(NCCc1c[nH]c2ccccc12)/C(=C\c1cccnc1)NC(=O)c1cccs1	-1%	-5	0%	-11%	0	45%[activator]
NC(=O)c1ccc(NC(=O)CSc2nncn2-c2ccccc2)cc1	-7%	-7	-15%	5%	-5	17%
CC(C)(C)n1cnc2cc(NC(=O)c3cccs3)ccc21	-2%	34*	-5%	33%[activator]	104*	0%
N#C/C(=C\c1cccc(O)c1)C(=O)N1CCCCC1	0%	12	2%	?	.	?
CCc1ccc2c(c1)C(=O)C[C@]1(CCC[C@H](C)C1)O2	-5%	.	.	?	.	-17%
CN(C)/C=C1\NC(=S)N(c2ccc(Cl)cc2)C1=O	-25%	-3	-25%	15%	-7	5%
Cc1cc(C)n(CCC(=O)N/N=C/c2ccc(O)cc2O)n1	1%	-5	-24%	?	-9	?
Cc1ccc(C)c(NC(=O)C(OC(=O)c2cnc(C)cn2)c2ccccc2)c1 (stereo unspecified)	-1%	.	.	12%	.	19%

Of the compounds above, 3 contain a thiophene ring, fused or not.
SMILES	Sm TGR inh	CHX counter	FBPA Giardia inh	Pf growth 48h	Shiga inhibitor	Pf growth 96h
Cc1c(C(=O)N2CCN(Cc3ccc4c(c3)OCO4)CC2)sc2ncnc(N3CCN(c4ccccc4)CC3)c12	-9%	-1	16%	9%	-7	?
O=C(NCCc1c[nH]c2ccccc12)/C(=C\c1cccnc1)NC(=O)c1cccs1	-1%	-5	0%	-11%	0	45%[activator]
CC(C)(C)n1cnc2cc(NC(=O)c3cccs3)ccc21	-2%	34*	-5%	33%[activator]	104*	0%

The list continues.
SMILES	Sm TGR inh	CHX counter	FBPA Giardia inh	Pf growth 48h	Shiga inhibitor	Pf growth 96h
CN(C)CC1CCCCC1OC(=O)/C=C/c1ccccc1 (stereo unspecified)	5%	8	-11%	132%[activator]	3	47%[activator]
O=C(NC1CCCC1)[C@@H]1CSC2c3ccccc3C(=O)N21 (stereo partly specified)	10%	4	.	7%	5	6%
Cc1oc(-c2cccc(Cl)c2)nc1CSc1nc2c(c(=O)[nH]1)CCC2	0%	1	0%	17%	27	?
O=C(CCn1nnc2ccccc21)N1CCN(c2ccccc2)CC1	-22%	27	0%	38%[activator]	78*	-11%
Cc1c(N=Cc2ccncc2)c(=O)n(-c2ccccc2)n1C	3%	17	10%	-1%	-6	.
CCOc1ccccc1NC(=O)C(OC(=O)c1ccc(O)cc1)c1ccccc1 (stereo unspecified)	-17%	-1	-1%	12µM*	-14	?
C=CCn1c(=NC(=O)c2ccccc2[N+](=O)[O-])sc2cc(S(C)(=O)=O)ccc21	-3%	-1	1%	?	10	9.3µM*
O=C(Cn1nnc2ccccc21)Nc1ccc(Cl)cn1	-1%	10	6%	-3%	24	25%
O=C(Nc1ccc2nc3n(c(=O)c2c1)CCCCC3)C(=O)N1CCN(c2ccccc2F)CC1	3%	-8	-3%	?	-7	68%[activator]
CN(C)C(CNc1ncnc2ccccc12)c1c(F)cccc1Cl (stereo unspecified)	2%	-8	6%	-19%	-8	?
NCCCC[C@@H]1NC(=O)[C@H](CCC(=O)O)NC(=O)c2cc([N+](=O)[O-])cc(I)c2SC[C@@H](C(=O)NCC(N)=O)NC1=O	-5%	-3	0%	8%	-10	-8%
O=C(Nc1ccc(Cl)cc1)Nc1cccnc1	3%	37*	0%	.	55*	?
Cc1ccnc(Nc2nc(-c3ccc(O)cc3)cs2)c1	?	35*	4%	58%[activator]	120*	-6%
Cc1ccccc1CSc1nc(-c2ccccc2)cc(=O)[nH]1	2%	-1	-4%	18%	0	?
CCOc1ccc(NCC(=O)Nc2ccc(Cl)cc2C)cc1	-19%	-1	-25%	?	16	?

The last 5 compounds of the part before open the next one.
SMILES	Sm TGR inh	CHX counter	FBPA Giardia inh	Pf growth 48h	Shiga inhibitor	Pf growth 96h
NCCCC[C@@H]1NC(=O)[C@H](CCC(=O)O)NC(=O)c2cc([N+](=O)[O-])cc(I)c2SC[C@@H](C(=O)NCC(N)=O)NC1=O	-5%	-3	0%	8%	-10	-8%
O=C(Nc1ccc(Cl)cc1)Nc1cccnc1	3%	37*	0%	.	55*	?
Cc1ccnc(Nc2nc(-c3ccc(O)cc3)cs2)c1	?	35*	4%	58%[activator]	120*	-6%
Cc1ccccc1CSc1nc(-c2ccccc2)cc(=O)[nH]1	2%	-1	-4%	18%	0	?
CCOc1ccc(NCC(=O)Nc2ccc(Cl)cc2C)cc1	-19%	-1	-25%	?	16	?
COc1ccccc1C(=O)N/C(=C\c1ccccc1)C(=O)NC(Cc1ccccc1)C(=O)O (stereo unspecified)	0%	-3	-8%	-7%	2	47%[activator]
COc1cc(SC)ccc1C(=O)NCCOc1c(C)cc(C)cc1C	-26%	-4	-3%	13µM*	-9	4.7µM*
c1ccc(CSc2ncnc3ccccc23)cc1	0%	7	2%	32%[5.75 µM]	18	82%[5.75 µM]
COc1cc(/C=C(\C#N)C(=O)c2c[nH]c3ccccc23)cc(OC)c1O	-2%	1	7.9µM*	6%	28	26%
COc1ccccc1N=C(C)C1=C(O)CC(c2ccccc2)CC1=O (stereo unspecified)	.	2	0%	1%	-9	?
CCN(C(=O)COC(=O)c1ccc(Br)o1)C1CCCCC1	6%	3	2%	4%	-17	14%
O=C(Cc1ccc(F)cc1)NC1CCS(=O)(=O)C1 (stereo unspecified)	6%	.	.	6%	.	-26%
CN(C)S(=O)(=O)c1ccc(C(=O)Nc2ccc3c(c2)CCC3)cc1	11%	29*	2%	9%	33*	2%
CC1(c2ccccc2)NC(=O)N(CC(=O)Nc2ccccc2N2CCCCC2)C1=O (stereo unspecified)	2%	.	.	-38%	.	?
CSc1ccccc1NC(=O)CN(C)C(C)C(=O)Nc1ccc(C#N)cc1 (stereo unspecified)	4%	1	-8%	?	-21	?
Cc1cc(C(=O)NC(Cc2c[nH]c3ccccc23)C(=O)O)c(C)o1 (stereo unspecified)	-8%	-4	3%	-2%	.	?
CN1C(N)=NC(=O)/C1=C/c1ccc(OC(F)(F)F)cc1	-2%	33*	1%	-9%	41*	18%
O=C(c1ccc2nc(Cc3cccc(Cl)c3)oc2c1)N1CCC[C@H]1CO	3%	17	.	-1%	10	-26%
O=C(CCSc1nc(-c2ccc3c(c2)OCO3)cc(C(F)(F)F)n1)NCc1ccccc1	-15%	-2	0%	?	1	6%
O=C1[C@@H]2C(c3cccnc3)=NO[C@@H]2C(=O)N1c1ccc2ccccc2c1	3.5µM*	11	-3%	15%	38	47%[activator]
COc1ccc2[nH]c(-c3ccc(F)cc3F)cc(=O)c2c1	.	26*	-7%[89.2 µM]	.	+	.
COc1ccc(CCNc2cc(C)nc3c(-c4ccccc4)c(C)nn23)cc1OC	-3%	-2	-20%	?	-2	?
CCc1nnc(NC(=O)CSc2nc(-c3ccc(F)cc3)cc(-c3ccccc3)c2C#N)s1	-8%	2	3%	30%[activator]	4	14%
COc1cccc(N2CC(C(=O)Nc3nnc(SCc4cccnc4)s3)CC2=O)c1 (stereo unspecified)	-9%	4	0%	-11%	-10	?
O=C(NCC(=O)N1CCN(c2ncc(C(F)(F)F)cc2Cl)CC1)c1ccc(Br)o1	-4%	-1	.	-23%	-4	?
C=CC(C)(C)c1cc2cc3ccoc3cc2oc1=O	-1%	11	6%	26%	14	13%
CC(=O)C1=C(C)NC(SCC(N)=O)=C(C#N)C1c1cccs1 (stereo unspecified)	52%[activator]	1	-7%	19%	23	12%
CC(=O)Nc1ccc(S(=O)(=O)NCc2ccncc2)cc1	5%[57.1 µM]	8	7%	30%	-16	2%
O=C(CN1C(=O)NC2(CCCCC2)C1=O)Nc1cc(C(F)(F)F)ccc1N1CCOCC1	2%	.	.	?	.	39%[activator]
Cc1cccc(C)c1NC(=O)Nc1ccc(S(N)(=O)=O)cc1	11%	-2	-1%	?	-7	25%
C=CCN(CC=C)S(=O)(=O)c1ccc(NC(=S)NC(=O)c2ccc(-c3ccccc3)cc2)cc1	-6%	4	-1%	1.5µM*	20	.
CCOc1ccccc1NC(=O)Cn1c(=O)n(-c2ccccc2)c(=O)c2oc3ccccc3c21	-15%	0	1%	18%	-10	25%
N#Cc1c(/N=C/c2ccc(-c3ccc(C(=O)O)c(Cl)c3)o2)sc2c1CCCC2	-18%	.	.	2%	.	16%
CCOC(=O)C1=C(C)N(C)C(=O)NC1c1c(OC)ccc2ccccc12 (stereo unspecified)	-5%	1	5%	22%	1	-2%
Cc1ccc(C2SCCN2C(=O)c2ccc([N+](=O)[O-])cc2)cc1 (stereo unspecified)	8%	-5	2%	?	14	5%
CCCNC(=O)CSc1nccn1Cc1ccco1	-8%	7	-1%	3%	-9	23%
COCC(=O)Nc1ccc(OC)c(Cl)c1	22%	-2	-1%	34%[activator]	3	44%[activator]
CCCCN(CC)CCNC(=O)C1CCCN(S(=O)(=O)c2cccc3nsnc23)C1 (stereo unspecified)	?	-6	-5%	?	-7	?

High-throughput results (PubChem BioAssay)
